CCHF vOTU inh = blocks the CCHF virus ovarian tumor domain protease; inhibition, % at 11.5 µM; 370,000 tested, 0.55% active; CCHFV vOTU protease, Pep-AMC fluorescence; also: 0% = vehicle wells with enzyme and 100% = no enzyme wells
FBA Mtb inh = inhibits M. tuberculosis FBA enzyme; AID 588726; inhibition, % at 1 µM; purified M. tuberculosis FBA, fluorescence read-out; P9WQA3; 360,000 tested, 2.3% active; in the data active = inhibition above about 27%;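 also: 0% = vehicle and 100% = reference inhibitor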
Target sequence (P9WQA3 whole entry, looked up): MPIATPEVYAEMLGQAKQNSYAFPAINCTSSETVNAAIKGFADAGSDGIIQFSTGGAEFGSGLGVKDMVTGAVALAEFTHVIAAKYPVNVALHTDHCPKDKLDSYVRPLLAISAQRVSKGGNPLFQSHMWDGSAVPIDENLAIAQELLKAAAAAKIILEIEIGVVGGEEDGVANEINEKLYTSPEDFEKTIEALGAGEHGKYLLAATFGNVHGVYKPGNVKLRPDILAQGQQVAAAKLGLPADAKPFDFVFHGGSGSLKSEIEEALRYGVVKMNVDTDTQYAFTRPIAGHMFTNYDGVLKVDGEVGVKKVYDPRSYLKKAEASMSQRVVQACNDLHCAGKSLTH
GDH-TPI counter = inhibits GDH-TPI coupling enzymes, artifact for Mtb FBA screen; GDH-TPI coupled enzyme counterscreen, NADH absorbance; inhibition, % at 4.8 µM; 360,000 tested, 1.2% active; AID 588335;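 also: 0% = DMSO wells and 100% = wells lacking the enzyme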
Rv3671c inh = Rv3671c (M. tuberculosis) protease inhibition | P9WHR9 | inhibition, % at 5.96 µM | 320,000 tested, 0.048% active | AID 2606; in the data active = inhibition above about 38%;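 also: extracellular domain of Rv3671c used as enzyme; 0% = enzyme with DMSO and 100% = no enzyme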
Target sequence (P9WHR9 whole entry, looked up, the tested form may be a part): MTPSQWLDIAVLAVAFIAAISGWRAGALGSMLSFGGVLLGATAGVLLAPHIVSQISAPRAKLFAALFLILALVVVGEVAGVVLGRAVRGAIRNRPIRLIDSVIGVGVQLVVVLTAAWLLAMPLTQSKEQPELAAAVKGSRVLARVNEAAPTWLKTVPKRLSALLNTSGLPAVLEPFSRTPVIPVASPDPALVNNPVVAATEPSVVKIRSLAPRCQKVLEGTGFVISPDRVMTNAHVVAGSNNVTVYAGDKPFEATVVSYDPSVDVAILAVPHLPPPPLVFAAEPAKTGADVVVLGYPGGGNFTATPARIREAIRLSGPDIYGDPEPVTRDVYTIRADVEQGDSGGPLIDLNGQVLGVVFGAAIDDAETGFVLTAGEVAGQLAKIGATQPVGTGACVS
MazEF act = MazEF (E. coli) toxin RNase activation; P0AE70; FAM/BHQ RNA-DNA oligo cleavage fluorescence, 5 h; activation, % at 20 µM; 350,000 tested, 0.32% active; in the data active = activation above about 50%
FadD28 binding = blocks FadD28 binding to the bisubstrate probe | 360,000 tested, 0.22% active | AID 588549 | inhibition, % at 12.5 µM | fluorescence polarization; in the data active = inhibition above about 8.5%, passing the limit was not always enough; inconclusive = no clear call, values can overlap the other calls
DUSP3 inh = blocks human VHR1 dual specificity phosphatase. recombinant VHR phosphatase, pNPP absorbance. inhibition, % at 13.3 µM. AID 1654. P51452. 290,000 tested, 0.52% active; in the data active = inhibition above about 50%; also: some compounds called inactive have numbers as strong as hits
Target sequence (P51452 whole entry, looked up): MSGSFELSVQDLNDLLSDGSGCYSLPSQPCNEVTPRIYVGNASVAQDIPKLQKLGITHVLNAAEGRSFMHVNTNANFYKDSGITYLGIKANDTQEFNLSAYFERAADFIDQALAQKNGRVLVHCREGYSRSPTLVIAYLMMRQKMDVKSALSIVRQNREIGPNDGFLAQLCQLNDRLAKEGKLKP
BoNT F protease = inhibitors of Botulinum neurotoxin F light chain protease; Multiplex microsphere protease cleavage assay, flow cytometry; 360,000 tested, 0.22% active; inhibition, % at 10 µM; in the data active = inhibition above about 35%, passing the limit was not always enough; inconclusive = no clear call, values can overlap the other calls; also: plate controls were buffer without enzyme for full effect and enzyme alone for no effect
UGM FP inh = inhibitors of M. tuberculosis UDP-galactopyranose mutase; P9WIQ1; purified UGM, fluorescence polarization probe displacement; inhibition, % at 10 µM; 320,000 tested, 0.06% active; AID 504406; in the data active = inhibition above about 10%, passing the limit was not always enough; inconclusive = no clear call, values can overlap the other calls
Mtb BioA inh = inhibitors of Mycobacterium tuberculosis BioA enzyme; purified M. tuberculosis BioA enzyme, plate reader; inhibition, % at 9.99 µM; 360,000 tested, 0.096% active; in the data active = inhibition above about 40%; inconclusive = no clear call, values can overlap the other calls
Numbers without * were called inactive; ? = inconclusive; . = not tested or not shown. Rule as the data show it, unless noted: active = inhibition above about 30%; inactive = the rest.

SMILES	CCHF vOTU inh	FBA Mtb inh	GDH-TPI counter	Rv3671c inh	MazEF act	FadD28 binding	DUSP3 inh	BoNT F protease	UGM FP inh	Mtb BioA inh
Cc1sc2nc(SCC(=O)NCc3ccco3)n(Cc3ccccc3)c(=O)c2c1C	0	0	0	-27	-2	-4.0	15	-8	1.7	0.5
COc1ccc(CCC(=O)Nc2sc(C(=O)N(C)C)c(C)c2C#N)cc1	-7	1	10	.	1	0.1	8	.	.	0.2
COc1ccc(N2CC(C(=O)Nc3ccccc3C(=O)NCc3ccco3)CC2=O)cc1 (configuration not stated)	9	2	-2	-5	11	-3.6	6	-6	1.7	-0.5
CCOC(=O)C1CCCN(C(=O)CCCn2c(=O)c3cccn3c3cccnc32)C1 (configuration not stated)	6	7	2	1	-6	-2.0	-2	0	-1.3	0.8
Cc1cc(NC(=O)Cn2cnc3sc(C)c(C)c3c2=O)no1	1	2	5	5	-10	-0.6	.	0	1.8	-1.6
Cc1ccccc1C(=O)NC(=S)NCC1CCCO1 (configuration not stated)	2	-2	6	-1	3	-2.3	6	-5	0.1	-0.2
COc1ccccc1OCCC(=O)OCC(=O)Nc1ncc(Cl)cc1Cl	-8	0	-4	4	-2	-2.5	21	7	1.0	1.4
O=C(CN1CCCCCC1)Nc1ccc(Br)cn1	8	2	7	2	-1	-2.0	16	?	2.7	1.0
c1ccc(-n2nnnc2Oc2ccc(-c3nnco3)cc2)cc1	10	-3	1	-4	10	-0.5	.	17	-0.6	5.4
O=C(Nc1nnc(SCC(=O)N2CCCc3ccccc32)s1)c1ccccc1	0	-3	-4	2	-5	-2.6	28	-1	-2.3	.
CC(OC(=O)CCc1nc2ccccc2c(=O)[nH]1)C(=O)Nc1ccc2c(c1)OCO2 (configuration not stated)	-13	2	2	-2	8	-2.5	20	1	0.2	-0.6
COC(=O)[C@H]1C[C@@H]1[C@H](NC(=O)c1cnccn1)c1ccccc1	0	-1	-2	2	-1	-1.0	-4	-3	-0.1	-2.5
CCN(CC)C(=O)/C(=C/c1cn(S(=O)(=O)N(C)C)c2ccccc12)NC(=O)c1ccc(OC)cc1	8	-2	10	-2	0	0.3	12	-2	0.7	.
Cc1noc(C)c1COc1ccc(C(=O)OCC(=O)Nc2ccc(S(N)(=O)=O)cc2)cc1	-24	-2	9	-5	1	-5.7	.	-3	-1.0	1.1
CCCCN1C(=O)C(CC(=O)NCc2ccco2)CC(C(=O)N2CCOCC2)=C1C (configuration not stated)	2	-3	-3	.	5	-4.4	.	-2	.	.
COC(=O)c1ccc(COc2ccc(/C=C/C(=O)c3ccc(OC)c(CSCC(=O)O)c3)cc2OC)cc1	24	-2	7	-25	-5	-8.8	-33	-18	3.6	3.8
COCC(=O)N1CCN(c2cccc(C(F)(F)F)c2)CC1	4	1	-1	-1	0	-3.1	30	-2	-1.2	.
CCOc1ccc(CCNC(=O)COC(=O)/C=C/c2ccccc2)cc1OCC	7	-2	-5	7	7	-1.9	.	-4	-0.4	-0.7
O=S(=O)(NCCOCC(F)(F)F)c1ccc2oc3ccccc3c2c1	12	3	5	-15	6	-3.2	-7	7	2.0	2.5
C=CCn1c(COc2ccc(F)cc2)nnc1SCC(=O)c1c[nH]c2c(CC)cccc12	37*	4	7	-9	-10	-2.2	21	-7	-0.9	-1.1
CCCC(=O)NC(NC1CCS(=O)(=O)C1)C(Cl)(Cl)Cl (configuration not stated)	12	1	0	-1	14	-0.4	15	4	-0.6	.
O=S(=O)(c1ccccc1)N1CCC(c2ccccc2)CC1	-4	-4	2	0	-1	-4.5	.	-1	0.8	0.0
Cc1ccc(S(=O)(=O)N(C)C)cc1NC(=O)COc1ccccc1C(=O)Nc1ccccc1	1	0	3	-62	-3	-12	.	-8	2.0	0.1
Cc1ccccc1Nc1nc(N)nc(CSc2nc3ccccc3c(=O)n2CCCO)n1	-16	1	2	-3	3	-2.8	15	-6	0.5	-0.4
Cc1ccccc1Nc1nc(N)nc(COC(=O)c2cccc(S(=O)(=O)N(C)c3ccccc3)c2)n1	-9	-1	3	-13	-1	-3.6	-1	16	-0.4	.
Cc1ccc(Cl)cc1NC(=O)CCC(=O)NCc1ccco1	-2	1	4	7	4	-2.2	4	.	-1.6	0.1
CCOc1cc(C(=O)Nc2cc(C(=O)OC)ccc2C)ccc1OCC(=O)N1CCOCC1	3	-1	-1	2	5	-1.9	.	4	-0.7	2.2
CCn1c(C)cc(O)cc1=O	-8	-2	-8	7	16	-0.5	25	?	1.5	.
Cc1cccc(N2CCN(C(=O)c3cc4cc(F)ccc4[nH]3)CC2)c1C	.	0	-12	-1	-6	-5.1	-2	12	-0.1	-0.5
CC(=O)c1cccc(NC(=O)c2cc3nc(C)cc(C)n3n2)c1	-2	11	0	6	5	-3.6	4	5	-2.0	-2.6

Structures above that have a thiophene ring, fused or not:
SMILES	CCHF vOTU inh	FBA Mtb inh	GDH-TPI counter	Rv3671c inh	MazEF act	FadD28 binding	DUSP3 inh	BoNT F protease	UGM FP inh	Mtb BioA inh
Cc1sc2nc(SCC(=O)NCc3ccco3)n(Cc3ccccc3)c(=O)c2c1C	0	0	0	-27	-2	-4.0	15	-8	1.7	0.5
COc1ccc(CCC(=O)Nc2sc(C(=O)N(C)C)c(C)c2C#N)cc1	-7	1	10	.	1	0.1	8	.	.	0.2
Cc1cc(NC(=O)Cn2cnc3sc(C)c(C)c3c2=O)no1	1	2	5	5	-10	-0.6	.	0	1.8	-1.6

The list continues.
SMILES	CCHF vOTU inh	FBA Mtb inh	GDH-TPI counter	Rv3671c inh	MazEF act	FadD28 binding	DUSP3 inh	BoNT F protease	UGM FP inh	Mtb BioA inh
COc1cc(/C=N/NC(=O)C2(O)c3ccccc3-c3ccccc32)ccc1O	15	2	20	-11	5	-2.1	18	3	2.0	0.2
COc1ccc(Cl)cc1N1C(=O)c2cccnc2C1=O	-15	4	-1	0	-3	-0.1	10	-4	0.8	-2.3
Cc1c(Cl)c([N+](=O)[O-])nn1CC(=O)N1CCc2ccccc2C1	1	1	9	0	-2	-0.9	6	-7	3.0	-0.6
CSc1ccc(C(=O)C2CCCN(C(=O)c3ccc(C)nc3)C2)cc1 (configuration not stated)	13	-1	6	1	-3	-2.2	36	0	-1.2	.
COc1ccc(NS(=O)(=O)c2cc3c(cc2C)NC(=O)CO3)c(OC)c1	3	1	-5	6	13	-3.3	-22	-10	-4.3	0.7
O=C(NCC1CCCN1S(=O)(=O)c1cccs1)C(=O)Nc1ccccc1 (configuration not stated)	2	0	-3	-1	2	-1.8	.	-2	-1.1	-0.4
Cc1ccc(/C=C2\SC(=S)N(CCC(=O)NNC(=O)c3cccc(O)c3)C2=O)cc1	26	-3	8	-104	7	-4.4	-1	-8	-0.9	-2.0
CC(C)c1ccc(CC(=O)N2CCC2(C)C(=O)Nc2cnc3ccccc3c2)cc1 (configuration not stated)	9	0	5	.	.	-3.0	.	-1	.	0.3
COc1ccc(CN(C)C2CCN(C)CC2)cc1OC	-2	0	5	-1	12	-0.6	4	7	5.8	-1.0
O=C(COc1ccc(F)cc1)NCCN1CCCC1	6	2	10	6	8	0.7	-16	13	1.7	-2.8
CCCCCCC(=O)N1CCC(c2nc3c(nnn3Cc3ccccc3Cl)c(=O)[nH]2)CC1	8	1	4	-3	-2	-2.6	7	-9	3.2	7.0
Cc1sc2ncnc(N3CCC(C(=O)Nc4ccc(OC(F)F)c(Cl)c4)CC3)c2c1C	7	0	9	-99	-10	0.4	.	-4	0.2	-7.5
O=C(CSCCO)N1CCc2ccccc21	11	3	-7	6	0	-2.2	-1	-6	0.9	-0.5
CCCc1cc(SCC(=O)Nc2c(C)n(C)n(-c3ccccc3)c2=O)n2c(nc3ccccc32)c1C#N	6	.	.	-2	-50	.	68	.	0.2	.
O=C(Nc1cccc(-c2cscn2)c1)C1CCN(Cc2ccc(CO)o2)CC1	-7	-1	-9	6	6	-5.1	11	-6	4.1	7.4

Part of the list above, with each value named:
COc1ccc(CN(C)C2CCN(C)CC2)cc1OC
  CCHF vOTU inh: -2
  FBA Mtb inh: 0
  GDH-TPI counter: 5
  Rv3671c inh: -1
  MazEF act: 12
  FadD28 binding: -0.6
  DUSP3 inh: 4
  BoNT F protease: 7
  UGM FP inh: 5.8
  Mtb BioA inh: -1.0
O=C(COc1ccc(F)cc1)NCCN1CCCC1
  CCHF vOTU inh: 6
  FBA Mtb inh: 2
  GDH-TPI counter: 10
  Rv3671c inh: 6
  MazEF act: 8
  FadD28 binding: 0.7
  DUSP3 inh: -16
  BoNT F protease: 13
  UGM FP inh: 1.7
  Mtb BioA inh: -2.8

Remaining list, next part
SMILES	CCHF vOTU inh	FBA Mtb inh	GDH-TPI counter	Rv3671c inh	MazEF act	FadD28 binding	DUSP3 inh	BoNT F protease	UGM FP inh	Mtb BioA inh
Cc1cc(Nc2ccc(Cl)cc2)nc(N2CCOCC2)n1	-3	0	7	8	-2	-1.8	38	1	-0.1	-0.3
O=C(c1ccc(F)cc1)N1CCCN(c2nc(-c3ccccc3)ns2)CC1	-1	0	2	3	5	-4.5	16	-7	0.7	0.2
CC(C)C[C@H]1CNC(=S)N1C[C@H]1CCCN1C[C@H](Cc1ccc(O)cc1)N1C[C@H](Cc2ccc(O)cc2)N(CC2CCCCCC2)C1=S	17	-1	.	.	.	-4.8	.	-9	.	-2.2
c1csc(Cc2nn3c(-c4n[nH]c5c4CCC5)nnc3s2)c1	13	1	0	3	3	-2.8	22	-16	0.5	11
N#CCSc1nc2cc(C(=O)N3CCCC3)ccc2c(=O)n1Cc1ccccc1	3	-1	10	8	-6	-1.4	24	-21	1.6	1.5
CC1CCN(Cc2c(O)ccc3c2O/C(=C\c2ccco2)C3=O)CC1	.	-3	12	2	-20	1.7	-14	-9	1.8	.
CNC(=O)c1[nH]nc2c1CCc1cc(OC)ccc1-2	9	0	0	-14	3	-3.2	5	16	0.9	-1.6
CCC(C)n1cnc2c(c1=O)c1nc3ccccc3nc1n2Cc1ccc(OC)cc1 (configuration not stated)	-3	9	-1	-5	-10	-3.4	13	5	0.6	1.5
COC(=O)c1cc2sccc2n1CC(=O)Nc1cccc(SC)c1	1	-1	10	3	-5	-2.1	-13	4	-2.8	.
COC(=O)c1sccc1NC(=S)N1CCC(C)CC1	24	4	10	-10	7	-2.1	10	-20	3.0	.
COc1ccc2c(-c3ccc(OCCN4CCOCC4)cc3)c(-c3ccccc3OC)sc2c1	.	4	14	.	13	-1.9	.	-1	.	-1.4
O=C(Nc1nc(OCC(F)(F)F)cnc1/C=C\c1ccccc1)c1ccccc1	-19	2	8	.	.	-0.8	.	0	.	-1.1
COc1ccc(/C=C(\NC(=O)c2cccs2)C(=O)Nc2ccc(C)cc2)cc1OC	15	1	52*	-6	1	-3.6	-10	5	0.4	-1.0

Structures listed so far with a CF3 group:
SMILES	CCHF vOTU inh	FBA Mtb inh	GDH-TPI counter	Rv3671c inh	MazEF act	FadD28 binding	DUSP3 inh	BoNT F protease	UGM FP inh	Mtb BioA inh
COCC(=O)N1CCN(c2cccc(C(F)(F)F)c2)CC1	4	1	-1	-1	0	-3.1	30	-2	-1.2	.
O=S(=O)(NCCOCC(F)(F)F)c1ccc2oc3ccccc3c2c1	12	3	5	-15	6	-3.2	-7	7	2.0	2.5
O=C(Nc1nc(OCC(F)(F)F)cnc1/C=C\c1ccccc1)c1ccccc1	-19	2	8	.	.	-0.8	.	0	.	-1.1

Bioassay records: PubChem BioAssay, several laboratories

Random draw from the library. About 4.9% of those tested had a hit in this group.
